Screens (PubChem BioAssay)
Imprint erasure: qHTS Assay for Compounds that Induce Erasure of Genomic Imprints. AID 1948, 2009. mouse ES Peg3-LacZ reporter, beta-gal luminescence, 40 h. 110,000 compounds, 0.02% hits. Potency, µM (series often up to 60.7 µM), inactives show top-dose activity change, positive = activation, hits mostly activators;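 also: 0% = negative control wells on the plate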
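Gelatin-coated wells received 300 freshly trypsinized female ES cells with a Peg3LacZ-Neo reporter on the maternal allele, then incubated 40 hours at 37C. BetaGlo was added for 5 minutes at room temperature before a single luminescence read.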
p53ts 39C kill: qHTS Screen for Compounds that Selectively Target Cancer Cells with p53 Mutations: Cytotoxicity of p53ts Cells at the Nonpermissive Temperature. 130,000 compounds, 1.5% hits. H1299-p53A138V viability at 39C, ATP luminescence, 24 h. Potency, µM (top dose mostly 46.1 µM), for inactives: at the highest dose activity change, negative = cell killing, hits mostly cytotoxic; also: nearly all actives have a fitted effect of over 55% in size
IkB sig inh: IkB Signaling; Potency, µM (highest dose often 57.1 µM), without a hit: at the highest dose IkBa stabilization activation; ABC-DLBCL IkBa-CBG/CBR dual luciferase ratio, 4 h; response scale: scaled: untreated 0%, proteasome inhibitor 100%; AID 445, 2006; 110,000 compounds, 0.04% hits; active = well fitted curve in the direction sought with a large enough effect in the signal ratio, not every such curve was filed as active; inconclusive = small, poorly fitted or top-dose-only effect, or a change in a side signal; the % refers to the signal ratio;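 also: the direction sought is a rising ratio; 0% = basal untreated cells and 100% = reference inhibitor full response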
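Curves were fitted separately to fusion (green), unfused (red) and ratio luminescence, then classed by r2, magnitude and activity. Cells: OCI-Ly3, 4 h compound plus doxycycline at 37C; 10 uM MG-132 defined full response.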
p53ts 32C tox: qHTS Screen for Compounds that Selectively Target Cancer Cells with p53 Mutations: Cytotoxicity of p53ts Cells at the Permissive Temperature; H1299-p53A138V at 32C, ATP luminescence viability, 24 h; Potency, µM (series often up to 46.1 µM), without a hit: top-dose activity change, negative = cytotoxicity, most hits filed as cytotoxic; 130,000 compounds, 0.93% hits;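 also: 0% = DMSO and -100% = full killing by reference compound; nearly all actives have a fitted effect of over 55% in size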
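Viability by ATPlite luminescence after 24 h compound treatment (up to 46 uM) at the permissive 32C. Cells are H1299 carrying p53 A138V. Scale runs from DMSO basal to 100 uM tamoxifen as full kill; AC50 from Hill fits.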
The depositor's hits bear a star; ? = inconclusive; nt = not tested or not shown; [ ] = dose if it differs, or a comment. Unless noted, calls follow the shape of the dose curve; as a rule, active = well fitted curve in the direction sought with a large enough effect; inconclusive = small, poorly fitted or top-dose-only effect, or another doubt; inactive = no such curve, though single readings can be large; an effect the other way counts as inactive or inconclusive. Unless noted, % is scaled to controls: 0 for no effect and ±100 for the full control effect; potency is read from the fitted curve at half-maximal effect.

The opening three records (preview)
Fields – Imprint erasure | p53ts 39C kill | IkB sig inh | p53ts 32C tox
1) COc1ccc(-c2nc3cnc(N4CCNCC4)nc3n(-c3ccc(OC)cc3)c2=O)cc1
    -23% | -18% | -1.8%[11.4 µM] | 1%
2) COc1cc(NC(=O)C(CC(C)C)NS(=O)(=O)c2ccc3c(c2)oc(=O)n3C)c(C(=O)O)cc1OC (stereo not drawn)
    -7%[10.9 µM] | 5% | 1.2% | 5%
3) Cc1ccc(-c2nn3c(C)nnc3s2)cc1NC(=O)CSc1ccc(Cl)cc1
    5% | 0% | -1.0% | -6%

The whole of this part, previewed entries included:
Fields – Imprint erasure | p53ts 39C kill | IkB sig inh | p53ts 32C tox
1) COc1ccc(-c2nc3cnc(N4CCNCC4)nc3n(-c3ccc(OC)cc3)c2=O)cc1
    -23% | -18% | -1.8%[11.4 µM] | 1%
2) COc1cc(NC(=O)C(CC(C)C)NS(=O)(=O)c2ccc3c(c2)oc(=O)n3C)c(C(=O)O)cc1OC (stereo not drawn)
    -7%[10.9 µM] | 5% | 1.2% | 5%
3) Cc1ccc(-c2nn3c(C)nnc3s2)cc1NC(=O)CSc1ccc(Cl)cc1
    5% | 0% | -1.0% | -6%
4) CCCn1c(CCc2ccccc2)nnc1SCC(=O)N1CCCC1
    -11% | 4% | -5.8% | 7%
5) CCOC(=O)c1ccc(-c2nnc(-c3ccc(Cl)cc3Cl)o2)cc1
    -5% | -6% | 0.3% | 6%
6) COc1ccc(/C=C/C(=O)c2ccc(O)cc2O)cc1OC
    6% | 73%[activator] | nt | ?
7) Cc1nc2nc(C)c(NS(=O)(=O)c3ccc(CC(C)C)cc3)c(=O)n2[nH]1
    -8%[10.9 µM] | 5% | ? | 6%
8) CCCc1cc(C(=O)Nc2c(C)nn(Cc3ccc(C)cc3)c2C)no1
    -8%[10.9 µM] | 5% | ? | 14%
9) O=C(c1ccc(CN2CCc3ccccc3C2)cc1)N1CCCCC1
    -17% | -2% | 1.2% | -6%
10) Cc1cc(Nc2ccccc2)n(C(=O)c2ccc(Cl)cc2)n1
    nt | -20% | nt | -10%
11) Cc1ccc(NC(=O)CSc2nc3c(sc4ccccc43)c(=O)n2CCCC(=O)NC2CCCC2)cc1C
    -1%[10.9 µM] | -2% | 0.8% | 7%
12) O=C(NCc1cccs1)c1cc2ccccc2o1
    -52%[inhibitor] | -24% | ? | -10%
13) CCOc1c(Br)cc(C2CC(=O)Nc3cc4c(cc32)OCO4)cc1OC (stereo not drawn)
    -26%[10.9 µM] | -24% | ? | 22%
14) COc1ccc(NS(=O)(=O)c2ccc(NS(=O)(=O)c3ccc(C)cc3)cc2)nn1
    0% | -2% | 1.0% | 0%
15) CC[C@@H](c1ccccc1)n1c(=O)n2n(c1=O)[C@H]1[C@H](O)[C@H]3O[C@H]3C(=O)[C@H]1CC2
    nt | 0%[9.22 µM] | nt | 13%[9.22 µM]
16) Cc1cccc(OCC(=O)Nc2ccc(Cl)c(-c3nc4ncccc4o3)c2)c1C
    -4%[10.9 µM] | -19% | ? | 10%
17) CCN(CC)S(=O)(=O)c1cccc(NC(=O)c2cc(=O)[nH]c3ccccc23)c1
    nt | -3% | nt | -15%
18) Cc1noc(/C=C/N(C)C)c1S(=O)(=O)N(C)CC(=O)NC1CCCCC1
    -3% | -6% | 7.2% | 8%
19) CN(C)CCCN1c2ccccc2C(C)(C)c2ccccc21
    -16%[10.9 µM] | 9%[9.22 µM] | 1.2%[11.4 µM] | 0%[9.22 µM]
20) CCOc1ccc(C(=O)Nc2nnn(CC)n2)cc1
    -80%[inhibitor] | 13µM* | -1.8% | 10µM*
21) O=C(CSc1nc2c(c(=O)[nH]1)CCC2)Nc1ccccc1F
    -4%[10.9 µM] | -7% | ? | -2%
22) CCN(CC)CCCn1c(-c2ccccc2)nc2c(NCCOC)nc(C)nc21
    -3% | -3% | nt | -8%
23) O=c1cc(O)c2c(=O)n3c4c(cccc4c2o1)CCC3
    -7% | -2% | 0.8% | 2%
24) CCSc1nnc2c(n1)OC(c1ccc(C)cc1)N(C(C)=O)c1ccccc1-2 (stereo not drawn)
    -8%[10.9 µM] | -18% | ? | 3%
25) CCOC(=O)COc1nc(Nc2ccccc2C)nc(N(C)C)n1
    -11% | -6% | 4.6% | 4%
26) Fc1ccc(-c2nc(Nc3ccc(F)c(Cl)c3)nc3c2COc2ccccc2-3)cc1
    12%[10.9 µM] | -7% | ? | 17%
27) CCC(C)NC(=O)CCS(=O)(=O)c1ccc2c(c1)n(C)c(=O)c(=O)n2C (stereo not drawn)
    0% | -1% | 3.3% | -3%
28) Cn1c(=O)c2c(nc(Oc3ccccn3)n2C)n(C)c1=O
    -8% | 2% | -0.1% | 10%
29) CCCNC(=O)Cc1ncn[nH]1
    -7% | 11% | 0.5% | -14%
30) COc1ccc(N/N=C(/Oc2ccc([N+](=O)[O-])cc2)C(C)=O)cc1
    nt | 10% | nt | 10%
31) COC(=O)c1cn(CCOc2ccccc2OC)c2ccccc12
    nt | -1% | nt | 8%
32) Cn1c(=O)[nH]c(=O)c2c1nc(NCCO)n2CC(O)COc1ccccc1 (stereo not drawn)
    3%[10.9 µM] | 15% | 0.2% | 10%
33) CC(=O)N1CCCc2cc(S(=O)(=O)N3CCN(c4ccccn4)CC3)ccc21
    -17% | -4% | 4.0% | 0%
34) Cc1sc(CO)c(Sc2ccccc2)c1C(=O)O
    9% | -8% | 1.0% | -4%
35) O=C(Nc1cccc(Cl)c1)N1CCC(CN2CCOCC2)CC1
    -15%[10.9 µM] | -4% | -1.0% | -3%
36) CCN=C1SC(C(=O)Nc2cccc(C(=O)O)c2)CC(=O)N1CC (stereo not drawn)
    -4% | -4% | 0.1% | 0%
37) O=C1NCC(CN(c2ccccc2)c2ccccc2)O1 (stereo not drawn)
    -16% | 4% | -1.2% | 10%
38) O=C(COc1ccc(F)cc1)Nc1ccccc1OCc1cc(=O)n2ccccc2n1
    -4%[10.9 µM] | -15% | -0.6% | -5%
39) CCOC(=O)c1ccccc1NC(=O)Cn1cnc2c1c(=O)n(C)c(=O)n2C
    14% | 18% | 0.8% | 5%
40) O=C(Cn1cnc2c(nnn2Cc2ccc(F)cc2)c1=O)N1CCN(c2ccccc2)CC1
    -11% | -19% | 1.0% | -7%
41) CC(=O)C(Sc1nc(-c2ccco2)nc2c1c(=O)n(C)c(=O)n2C)C(=O)N(C)C (stereo not drawn)
    -3% | 7% | -0.9% | 4%
42) Cc1ccc(Cc2cnc(NC(=O)C3Cc4ccc(C)cc4C(=O)O3)s2)cc1 (stereo not drawn)
    3%[10.9 µM] | 7% | 1.8% | -4%
43) CSc1nnc2c(n1)[nH]c1c(C)cccc12
    -24% | 0% | -1.8% | -3%
44) CCCCn1cnc2sc3c(c2c1=N)CCCC3
    -15% | 4% | 2.1% | -5%
45) CCOC(=O)C(CC)n1nc(C)n2c(cc3occc32)c1=O (stereo not drawn)
    -3%[10.9 µM] | 8% | -0.7% | -2%
46) S=c1[nH]c2ncccc2o1
    -6% | -2% | 0.2% | -4%
47) O=C(NCCc1ccccc1)c1nn(-c2ccccc2Cl)nc1CO
    -16%[10.9 µM] | 13% | -2.6% | -7%
48) CCCCN(C)C(=O)c1cn(C)c2ccc(S(=O)(=O)N(C)C)cc2c1=O
    1% | -1% | -0.6% | 2%

Some of the entries above in a different format:
#33 CC(=O)N1CCCc2cc(S(=O)(=O)N3CCN(c4ccccn4)CC3)ccc21
  Imprint erasure: -17%	p53ts 39C kill: -4%	IkB sig inh: 4.0%	p53ts 32C tox: 0%

#42 Cc1ccc(Cc2cnc(NC(=O)C3Cc4ccc(C)cc4C(=O)O3)s2)cc1 (stereo not drawn)
  Imprint erasure: 3%[10.9 µM]	p53ts 39C kill: 7%	IkB sig inh: 1.8%	p53ts 32C tox: -4%

#46 S=c1[nH]c2ncccc2o1
  Imprint erasure: -6%	p53ts 39C kill: -2%	IkB sig inh: 0.2%	p53ts 32C tox: -4%

#31 COC(=O)c1cn(CCOc2ccccc2OC)c2ccccc12
  Imprint erasure: nt	p53ts 39C kill: -1%	IkB sig inh: nt	p53ts 32C tox: 8%

Reprinted at random: 4 entries already listed.
Fields – Imprint erasure | p53ts 39C kill | IkB sig inh | p53ts 32C tox
36) CCN=C1SC(C(=O)Nc2cccc(C(=O)O)c2)CC(=O)N1CC (stereo not drawn)
    -4% | -4% | 0.1% | 0%
40) O=C(Cn1cnc2c(nnn2Cc2ccc(F)cc2)c1=O)N1CCN(c2ccccc2)CC1
    -11% | -19% | 1.0% | -7%
47) O=C(NCCc1ccccc1)c1nn(-c2ccccc2Cl)nc1CO
    -16%[10.9 µM] | 13% | -2.6% | -7%
35) O=C(Nc1cccc(Cl)c1)N1CCC(CN2CCOCC2)CC1
    -15%[10.9 µM] | -4% | -1.0% | -3%

Rows were taken by chance; about 1.7% have a hit in one of these screens.
